Screening results (PubChem)
Vif-A3F inh: blocks the Vif interaction with APOBEC3F. Potency, µM (doses to about 46.1 µM), inactives show at the top dose activity, negative = active. 0.2% of 390,000 active. HeLa A3F-eYFP + Vif (tagged APOBEC3F with the HIV-1 protein that degrades it), YFP fluorescence increase; also: potency is read from the fitted curve at half-maximal effect; % of control where 0% means no effect; nearly all actives have a fitted effect of over 65% in size
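HeLa cells stably expressing Vif plus C-terminally eYFP-tagged A3F were seeded, incubated overnight at 37 deg C, dosed with compound, incubated overnight again at 37 deg C. Yellow fluorescence (Ex 488/Em 500-530) reported blocked Vif-mediated A3F-eYFP degradation.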
ERG Ets-DNA blk: inhibitors of human ERG Ets domain-DNA interaction | AID 624246 | fluorescence polarization, His-ERG Ets domain / labelled DNA | Potency, µM (doses to about 76.9 µM), without a hit: top-dose FP activity, negative = inhibition, most hits filed as inhibitors | P11308 | 0.028% of 370,000 active; active = well fitted inhibition curve with a large enough effect in the polarisation, with a control signal flat; inconclusive = small, poorly fitted or top-dose-only effect, or effect the other way, or a change in a side signal; inactive = no such curve, though single readings can be large or run the other way; the % refers to the polarisation;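 also: polarization taken with two DNA probes labelled with fluorescein and Texas red; potency is read from the fitted curve at half-maximal effect; % of control where 0% means no effect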
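His-tagged ERG Ets domain (1 uM in the protein solution; 300mM KCl, 50mM Tris-HCl, 1mM EDTA, 1mM DTT, pH 7.5) received compound, then a probe mix of 5 nM fluorescein-DNA and 100nM Texas-615-DNA. Fluorescence polarization was read for both dyes.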
Vif-APOBEC3G blk: inhibitors of Vif-APOBEC3G interaction | Potency, µM (titrated, usually from 46.1 µM), inactives show at the highest dose activity, negative = active, actives largely listed as inhibitors | HeLa A3G-eYFP + Vif (tagged APOBEC3G with the HIV-1 protein that degrades it), YFP fluorescence, overnight | Q9HC16 | 0.076% of 410,000 active;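 also: potency is read from the fitted curve at half-maximal effect; % is scaled to controls: 0 for no effect and ±100 for the full control effect; nearly all actives have a fitted effect of over 60% in size; hits raise eYFP signal because A3G escapes Vif-driven loss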
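Read-out is eYFP fluorescence (Ex 488/Em 500-530) from Vif-expressing HeLa A3G-eYFP cells; more signal means A3G escaped Vif-mediated degradation. Cells plated overnight, compound pinned in, incubated overnight at 37 deg C.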
RGS4 inhibitor: inhibitors of human regulator of G protein signaling 4; AID 504845; Transcreener GDP fluorescence polarization, RGS4-accelerated GTP hydrolysis; Potency, µM (doses to about 114 µM), for the others: at the highest dose activity change, negative = inhibition, most hits filed as inhibitors; 0.039% of 390,000 active; also: potency is read from the fitted curve at half-maximal effect; % is scaled to controls: 0 for no effect and ±100 for the full control effect; nearly all actives have a fitted effect of over 75% in size; some results filed as inactive show a strong effect at the top dose
Target sequence (P49798 whole entry, looked up): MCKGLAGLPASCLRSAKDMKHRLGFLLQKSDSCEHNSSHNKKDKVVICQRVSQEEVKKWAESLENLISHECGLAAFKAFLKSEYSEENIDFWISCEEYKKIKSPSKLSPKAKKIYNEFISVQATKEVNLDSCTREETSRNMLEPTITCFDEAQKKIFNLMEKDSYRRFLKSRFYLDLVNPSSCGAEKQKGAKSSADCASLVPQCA
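MLSMR compounds (23 nl, pin-transferred) preincubated 10 min at room temperature with a 500nM (2x) first reagent, then RGS4 at 900nM (2x) plus Transcreener GDP mix added; fluorescence polarization (620/688 nm) read before and after 90 min at 30 °C.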
D2 agonist: D2 dopamine receptor (human) agonism; 0.53% of 340,000 active; P14416; activation, % at 2 µM; AID 485358; HEK293 T-REx D2 cells, calcium flux agonist mode;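 active = activation over 3 SD above normal in the single-dose calcium agonist read, cut at about 30% in these data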; also: 0% is about no effect
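Agonism scored from kinetic calcium signal (1 read/sec, 180 s) following compound pin transfer, after a 10 s baseline. Cells: HEK293 Trex line expressing inducible D2 receptor coupled to calcium, dye-loaded after overnight culture at 30 C.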
LDHA block: blocks human lactate dehydrogenase A | P00338 | purified LDHA, NADH/diaphorase-resazurin fluorescence; hits give low values | activity change, % (values are at about 110 or 230 µM) | 0.15% of 480,000 active; in the data active = activity change below about -30%; inconclusive = mostly about -25% to -30%;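 also: plate controls were DMSO wells for no effect and wells without enzyme for full effect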
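Enzyme activity of human lactate dehydrogenase 5 (2 nM; 0.06 mM NADH, 0.2 mM pyruvate, 5 min, RT) is measured via a resazurin/diaphorase fluorescence readout of residual NADH.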
GRP78 ERSR act: inducers of ER stress response in human glioma cells; U87-MG GRP78 promoter luciferase reporter, 16 h; Potency, µM, inactives show at the highest dose activation, most hits filed as activators; 0.02% of 420,000 active; AID 602332; also: potency is read from the fitted curve at half-maximal effect; series mostly up to about 76 µM; % of control where 0% means no effect; nearly all actives have a fitted effect of over 35% in size
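Stably transfected U87-MG glioma cells carrying a GRP78-based luciferase sensor; 16 h compound incubation. Luminescence end-point read 10 min after Bright-Glo addition at room temperature.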
D2 antag: antagonists of human D2 dopamine receptor; HEK293 TREx D2 cells, calcium flux, dopamine EC80; 2% of 340,000 active; inhibition, % at 10 µM; P14416; AID 485344; in the data active = inhibition above about 30%; also: 0% is about no effect
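Cells plated overnight at 30 C with tetracycline; no-wash calcium dye, 30–90 min RT; 10 s baseline; compound pinned; 180 s read; EC80 dopamine added; another 180 s read.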
ALOX12 inh: ALOX12 (human) lipoxygenase inhibition | 1.1% of 580,000 active | Potency, µM (titrated, usually from 108 µM), for the others: at the top dose activity change, negative = inhibition, most hits filed as inhibitors | P18054 | purified 12hLO, xylenol orange hydroperoxide absorbance; also: potency is read from the fitted curve at half-maximal effect; % is scaled to controls: 0 for no effect and ±100 for the full control effect
Target sequence (P18054 whole entry, looked up): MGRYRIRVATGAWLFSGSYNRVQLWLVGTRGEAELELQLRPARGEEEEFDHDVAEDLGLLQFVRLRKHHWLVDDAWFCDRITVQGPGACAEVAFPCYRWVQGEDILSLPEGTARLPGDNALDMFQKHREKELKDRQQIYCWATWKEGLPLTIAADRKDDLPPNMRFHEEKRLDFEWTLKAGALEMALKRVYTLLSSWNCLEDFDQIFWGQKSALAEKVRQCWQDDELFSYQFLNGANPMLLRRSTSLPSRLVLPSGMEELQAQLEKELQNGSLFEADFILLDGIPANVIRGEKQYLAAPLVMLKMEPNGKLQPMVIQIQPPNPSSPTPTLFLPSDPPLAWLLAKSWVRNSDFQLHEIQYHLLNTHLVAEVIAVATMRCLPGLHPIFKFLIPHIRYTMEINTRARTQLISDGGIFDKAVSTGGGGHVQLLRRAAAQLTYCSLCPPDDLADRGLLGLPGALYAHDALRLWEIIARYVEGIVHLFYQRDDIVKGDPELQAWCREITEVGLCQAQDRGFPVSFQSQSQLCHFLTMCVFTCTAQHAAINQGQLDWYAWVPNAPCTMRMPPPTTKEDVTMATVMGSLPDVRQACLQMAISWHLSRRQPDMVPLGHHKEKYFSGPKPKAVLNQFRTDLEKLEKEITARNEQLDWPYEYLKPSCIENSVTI
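Purified human 12hLO (150 nM final) in 25 mM Hepes, 0.01% Triton X-100, pH 7.0 was preincubated 15 min at room temperature with compound. Then 40 uM arachidonic acid was added, 30 min. Hydroperoxide was read by Fe-XO absorbance ratio 573/405 nm.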
An asterisk follows results filed as active; ? = inconclusive; · = no result given; & = joins results of further samples; [ ] = another dose, or the depositor's remark. Unless noted, calls follow the shape of the dose curve; as a rule, active = well fitted curve in the direction sought with a large enough effect; inconclusive = small, poorly fitted or top-dose-only effect, or another doubt; inactive = no such curve, though single readings can be large; an effect the other way counts as inactive or inconclusive.

SMILES	Vif-A3F inh	ERG Ets-DNA blk	Vif-APOBEC3G blk	RGS4 inhibitor	D2 agonist	LDHA block	GRP78 ERSR act	D2 antag	ALOX12 inh
CCN(CC)C(=O)C1=C(C)N(Cc2ccc(OC)cc2)C(=O)C(CC(=O)NCc2ccco2)C1 (stereo not drawn)	-9%	·	-9%	·	·	-1	-3%	·	6%
CCCCc1cc(=O)oc2cc(OCC(=O)NC(Cc3c[nH]c4ccc(O)cc34)C(=O)O)ccc12 (stereo not drawn)	5%	0%	-4%	20%	-1.1	7	-2%	-6	12%
C[C@H](NS(=O)(=O)c1ccc(Cl)cc1)C(=O)OCC(=O)NC(=O)Nc1ccc2c(c1)OCCO2	1%	-14%	-3%	14%	0.0	6	-5%	0	?
CCc1c(C)nc2ncnn2c1N1CCC(C(=O)N2CCN(c3ccc(F)cc3)CC2)CC1	1%	-8%	4%	-7%	·	0	-4%	·	-21%
COc1ccc2nc(SCC(N)=O)cc(C)c2c1	-8%	3%	1%	-24%	0.7	1	3%	-8	121%[activator]
CC(C)Cn1c(=O)c2ccccc2n2c(CCC(=O)NCc3ccc(Cl)cc3)nnc12	11%	-6%	6%	40%	0.8	-9	-3%	·	-21%
NS(=O)(=O)c1ccc(NC(=O)COC(=O)c2cnccn2)cc1	-4%	12%	1%	-38%	0.1	-2	-3%	0	25%
CCOc1ccccc1CNCCNC(=O)c1nonc1N	1%&1%	-25%&1%	-2%&1%	-27%&24%	0.1&-0.6	-6&2	-3%&-2%	17	-6%&-21%
Cc1ccc(C(=O)Nc2ccc(C(=O)O)cc2)cc1S(=O)(=O)NCc1ccccc1	-384%	0%	-8%	-29%	0.5	-4	-4%	3	-12%
Cc1c(NC2=CC(=O)CCC2)c(=O)n(-c2ccccc2)n1C	-9%	-5%	-7%	4%	-0.4	-10	-7%	-1	-19%
COC(=O)c1c(CSc2ccc(C)c(C)c2)noc1C(=O)NCc1ccc(OC)cc1	3%	11%	0%	-1%	0.8	0	0%	7	-22%
O=C(CN1CCN(C(=O)c2ccccc2Cl)CC1)Nc1cccc(S(=O)(=O)N2CCCC2)c1	1%	-14%	-6%	-12%	·	-3	-4%	·	50%[activator]
Cc1cc(N2CCN(C)CC2)ccc1NC(=O)c1c2c(nc3ccccc13)CCN(Cc1ccccc1)C2	0%	-2%	?	3%	0.1	-9	-14%	-2	·
Cc1ccc(NC(=O)C(C)Sc2nc(=O)cc(N)n2-c2ccccc2)cc1 (stereo not drawn)	2%&-1%	-5%&-2%	1%&-1%	12%&-1%	0.7	-6&-14	2%&-2%	5	-61%&-11%
O=C(NCc1ccccc1)c1cc(=O)[nH]c2ccccc12	0%	5%	-1%	5%	-0.7	-4	-5%	-5	-3%
Cc1ccc(S(=O)(=O)N(C)C)cc1NC(=O)CSc1nc2ncc(Cl)cc2[nH]1	6%	-2%	-5%	-20%	-0.7	-14	-3%	15	0%
COc1ccc(S(=O)(=O)N(CC(=O)Nc2cc(C)on2)Cc2ccccc2)cc1	-2%	-2%	2%	19%	0.1	3	2%	-17	0%
Cc1c(NC(=O)c2cc(=O)[nH]c(=O)[nH]2)c(=O)n(-c2ccccc2)n1C	9%	-6%	1%	-24%[11.4 µM]	0.7	1	-3%	-4	8%
O=C(CN1C(=O)NC2(CCCC2)C1=O)Nc1ccc(S(=O)(=O)N2CCOCC2)cc1	-13%	-4%	-3%	-32%	0.5	-4	-2%	13	3%
Cc1c(C(=O)OCCOc2ccc(Br)cc2)sc(=S)n1C	0%	0%	0%	20%	·	-1	-3%	·	-13%
COC(=O)c1sc2cc(=O)n(-c3cccc(C(F)(F)F)c3)nc2c1O	3%	-2%	-1%	?	-0.1	-3	-4%	6	?
COc1cc2c(cc1OC)CN(C(=O)c1sc(-c3cnccn3)nc1C)CC2	2%	0%	0%	-2%	0.6	1	1%	8	0%
COc1ccc2c(c1)Cc1c-2cc(Br)c(N)c1Br	-1%	·	-1%	·	·	-10	-4%	·	3%
CCC(C)NC(=O)CCSc1nc(-c2ccc(OC)cc2)cc(C(F)(F)F)n1 (stereo not drawn)	-4%	-1%	-6%	-16%	1.7	2	-3%	·	-13%
COc1ccc2oc3ccccc3c(=O)c2c1	-4%	17%	-2%	-29%	0.8	-8	0%	2	8%

Arranged by the number under LDHA block (ascending): some entries from above
| SMILES | LDHA block |
| --- | --- |
| Cc1ccc(S(=O)(=O)N(C)C)cc1NC(=O)CSc1nc2ncc(Cl)cc2[nH]1 | -14 |
| COC(=O)c1c(CSc2ccc(C)c(C)c2)noc1C(=O)NCc1ccc(OC)cc1 | 0 |
| Cc1c(NC(=O)c2cc(=O)[nH]c(=O)[nH]2)c(=O)n(-c2ccccc2)n1C | 1 |

Remaining list, next part:
SMILES	Vif-A3F inh	ERG Ets-DNA blk	Vif-APOBEC3G blk	RGS4 inhibitor	D2 agonist	LDHA block	GRP78 ERSR act	D2 antag	ALOX12 inh
CC(C)COC(=O)C1C2C=CC3(CN(C(C)c4ccc(Br)cc4)C(=O)C13)O2 (stereo not drawn)	1%	-18%	-1%	9%	0.5	0	-5%	-7	355%[activator]
COc1ccccc1CNc1nc(NCc2cccs2)nc2ccsc12	·	·	-9%	·	·	-2	3%	·	?
Nc1nc(NCCCN2CCOCC2)nc(NCc2ccccc2)c1[N+](=O)[O-]	?	?	-1%	12%	2.6	-6	-11%	-12	9%
Cn1ncc(C#N)c1/N=C/N1CCCCCC1	-2%	4%	2%	-13%	-0.1	1	-3%	3	-1%
O=C(NCCSc1ccc(Cl)cc1)c1ccco1	0%	-13%	0%	-24%	0.8	-3	4%	-5	-7%
O=C(c1cccc(S(=O)(=O)Nc2ccc(Br)cc2)c1)N1CCCC1	-5%	-9%	-1%	-14%	1.1	-5	-2%	-4	?
COc1ccc(-n2nnnc2SCC(=O)c2cccc(OC)c2)cc1	0%	·	-24%	-27%	1.0	0	1%	14	9%
CC(O)C(NS(=O)(=O)c1ccc(Cl)cc1)C(=O)OCc1nnc(-c2ccccc2)o1 (stereo not drawn)	-7%	-5%	-4%	12%	0.3	-4	4%	-17	155%[activator]
COc1ccc(OC)c(C(=O)C(=O)c2cc(OC)ccc2OC)c1	1%	6%	5%	17%	·	-3	-4%	·	?
CC(C)C(C)NC(=O)COn1nnc2ccc(S(=O)(=O)N3CCOCC3)cc21 (stereo not drawn)	3%	0%	0%	-4%	-0.1	-1	-6%	-19	-10%
CCC(C)NC(=O)CCc1c(C)nc2nc(-c3cc(OC)cc(OC)c3)nn2c1C (stereo not drawn)	-10%&-4%	0%&1%	-7%&-8%	-11%&-15%	0.3&-0.7	-1&-4	-3%&-5%	-8	-11%&0%
Cc1cc(=O)[nH]c(SCCCOc2ccc(F)cc2)n1	-4%	-3%	2%	-9%	0.3	-1	-3%	13	23%
COc1cc(C(=O)OCC(=O)Nc2sccc2C(N)=O)cc(OC)c1OC	-3%	10%	?	-12%	-4.4	-2	-4%	15	-1%
CC(C)N=Cc1c(O)[nH]c2ccccc12	0%	-4%	2%	23%	0.1	1	-6%	-26	-25%
COc1ccc(S(=O)(=O)Nc2ccc(-c3cn4c(C)csc4n3)cc2)cc1	1%	17%	-4%	-19%	-0.8	2	-6%	·	-29%
Cc1ccccc1CNC(=O)C1CCC(=O)N(Cc2cccc(F)c2)C1 (stereo not drawn)	-1%	0%	4%	9%[11.4 µM]	0.5	-1	-4%	-2	-9%
CCCn1nnnc1SCC(=O)N1CCCCC1	-2%	7%	2%	-15%	0.4	-6	1%	-7	4%
CCCCn1c(-c2ccccc2)nc2c(=O)n(C)c(=O)[nH]c21	-9%	-8%	0%	5%	-0.3	-6	-2%	-10	0%
CCOC(=O)c1sc(NC(=O)c2cc(CC)on2)c(C(=O)OCC)c1C	?	6%	-1%	-3%	·	-3	-3%	·	-10%
CC(Oc1ccc2c3c(c(=O)oc2c1)CCCC3)C(=O)NCCN1CCOCC1 (stereo not drawn)	-4%	-3%	-7%	10%	-0.1	1	1%	-12	-4%
CCCCOC(=O)Nc1nc(C)c(C(=O)OCC)s1	1%	0%	1%	-29%	·	-10	6%	·	-21%
COc1ccc(S(=O)(=O)N2CCOC23CCN(C(=O)c2ccccc2OC)CC3)cc1	-13%	13%	0%	10%	-0.2	-5	-2%	8	-1%
CC(C)OC(=O)C1CC=CCC1C(=O)Nc1ccc(Cl)cc1 (stereo not drawn)	-21%	2%	-1%	-12%	-0.2	-4	-4%	4	0%
CCc1ccc(NC(=O)CC2C(=O)N(c3ccc(Cl)cc3)C(=O)N2C2CCCC2)cc1 (stereo not drawn)	1%	2%	?	-14%	2.9	-3	-3%	·	?
C/C(Cc1ccccc1)=N\NC(=O)CNC(=O)c1ccc(F)cc1	-11%	-7%	-7%	12%	-0.1	-12	-2%	9	14%
CS(=O)(=O)NNC(=O)Cn1nnc(-c2ccc(OCc3ccccc3Cl)cc2)n1	0%	3%	1%	3%	·	-8	6%	·	224%[activator]
COc1ccc2c(c1)[nH]c1c(=O)n(CCCn3ccnc3)cnc12	-9%	-4%	-4%	0%	1.5	0	0%	11	14%
N#C/C(=C/c1ccc(-c2ccc([N+](=O)[O-])cc2)o1)C(=O)Nc1nc(-c2cccs2)cs1	?	15%	-10%	-10%	·	2	0%	·	-24%
COc1ccc(C(=O)c2no[n+]([O-])c2C(=O)c2ccc(OC)cc2)cc1	4%	-7%	?	-10%	0.7	3	-14%	11	?
CC(NS(=O)(=O)c1ccccc1)C(c1cccs1)N1CCOCC1 (stereo not drawn)	3%	-19%	2%	8%	-0.2	-4	-3%	-12	20%

This is a subset; the hit share may differ from the screen's.
